bCat KO growth: beta-catenin-lacking colon tumor cell growth suppression. HCT116 beta-catenin knockout viability, CellTiter-Glo, 60 h; active compounds read low. AID 818. 140,000 tested, 1.5% active. viability, % at 10 µM;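 active = viability at or under a set limit, the compound median less 4 SD, cut at about 6% in these data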;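 also: 0% = Hyamine 1622 control at 20 µM and 100% = untreated cell control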
Yeast life ext: extends the lifespan of yeast | 130,000 tested, 0.68% active | AID 775 | S. cerevisiae growth with nicotinamide, OD615; deaD strain in restrictive glucose medium | inhibition of the nicotinamide effect, % at 10 µM;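 active = inhibition above a set limit, placed 3 SD over the median of all compounds, cut at about 26% in these data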;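 also: 0% = nicotinamide-treated wells and 100% = cells grown without nicotinamide; some compounds called inactive have numbers as strong as hits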
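Assay system: engineered S. cerevisiae DeaD replicative-lifespan strain, galactose-grown log-phase cells; Buffer or medium: CSMM-D glucose medium, restrictive; Probe or stimulus: nicotinamide 1.5 mM; Compound: single dose 10 µM compound, 0.25% DMSO; Schedule: 4 h preincubation then 48 h treatment at 30 °C; Technique: OD615 measurement.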
Measles CPE: protection of cells from measles virus; 140,000 tested, 1.5% active; AID 841; protection (pct of control), % at 4 µM; Measles virus-infected cells, CPE protection, absorbance; in the data active = protection mostly above about 24%, no sharp cut-off; inactive = mostly below about 26%; also: some compounds called inactive have numbers as strong as hits
GALR2 blocker: blocks the human galanin receptor 2; O43603; GALR2-expressing cells, antagonist mode; inhibition, % at 4 µM; 140,000 tested, 0.39% active; AID 828; in the data active = inhibition above about 27%;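 also: cells stimulated with galanin 1-16 at roughly its EC80; 0% = agonist challenge control and 100% = basal control without agonist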
Target sequence (O43603 whole entry, looked up): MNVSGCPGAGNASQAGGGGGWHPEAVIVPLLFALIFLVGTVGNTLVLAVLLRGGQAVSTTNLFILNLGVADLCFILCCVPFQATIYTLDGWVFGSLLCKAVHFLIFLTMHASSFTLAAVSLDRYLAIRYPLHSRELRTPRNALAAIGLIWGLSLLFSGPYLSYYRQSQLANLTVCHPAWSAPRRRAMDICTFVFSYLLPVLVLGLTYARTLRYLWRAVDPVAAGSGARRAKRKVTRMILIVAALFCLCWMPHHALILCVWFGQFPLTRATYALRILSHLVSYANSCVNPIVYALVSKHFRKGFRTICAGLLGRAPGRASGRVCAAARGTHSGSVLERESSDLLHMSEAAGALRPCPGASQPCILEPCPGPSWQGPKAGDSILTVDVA
HCT116 PTEN-null: PTEN-deleted cell growth suppression; HCT116 PTEN-null viability, CellTiter-Glo, 60 h; active compounds read low; viability, % at 10 µM; 140,000 tested, 1.2% active; AID 827;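 active = viability at or below a set limit, 4 SD under the median of all tested compounds, cut at about 3.7% in these data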;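 also: PTEN knockout HCT116 line with beta catenin targeted HCT116 as companion control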
Phagocyt inh: inhibitors of macrophage phagocytosis | inhibition, % at 5 µM | J774A.1 macrophage IgG-bead phagocytosis, imaging | 110,000 tested, 0.07% active;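 active = inhibition above the mean of the plate negative controls plus 5 SD, cut at about 13% in these data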;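 also: phagocytic index as fraction of beads internalized from green versus red external bead signal; plate controls were DMSO negative control for no effect and cytochalasin-D positive control for full effect; some results beyond the cut were filed as inactive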
NPY Y2 blocker: NPY-Y2 (human) receptor antagonism; inhibition, % at 2.7 µM; AID 793; 140,000 tested, 0.99% active; NPY-Y2 expressing cells, antagonist mode; in the data active = inhibition above about 17%;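 also: 0% = vehicle with agonist challenge and 100% = reference antagonist with challenge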
Target sequence (P49146 whole entry, looked up): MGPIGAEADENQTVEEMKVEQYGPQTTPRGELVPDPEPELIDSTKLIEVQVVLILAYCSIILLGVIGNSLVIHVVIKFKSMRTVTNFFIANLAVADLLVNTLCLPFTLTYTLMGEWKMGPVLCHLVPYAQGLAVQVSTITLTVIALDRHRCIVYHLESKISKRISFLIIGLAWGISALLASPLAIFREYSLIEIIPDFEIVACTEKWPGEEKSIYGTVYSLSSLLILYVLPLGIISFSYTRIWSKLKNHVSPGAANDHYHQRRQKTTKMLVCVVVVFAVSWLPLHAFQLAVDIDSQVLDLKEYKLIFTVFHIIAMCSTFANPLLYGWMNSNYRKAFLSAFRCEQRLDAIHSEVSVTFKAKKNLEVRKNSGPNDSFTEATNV
E-sel TNF inh: blocks E-selectin expression induced by TNF alpha; inhibition, % at 2 µM; HUVEC TNFa-induced E-selectin immunofluorescence, high content; 120,000 tested, 0.71% active;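 active = inhibition above the batch mean plus 3 SD, and confirmed as a hit on visual image review, cut at about 43% in these data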;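 also: 0% = TNF-stimulated DMSO wells and 100% = unstimulated control wells; not every result past the cut was called active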
BB579 growth dn: reduces growth of yeast BB579 in restrictive medium | S. cerevisiae BB579 growth, OD615, 48 h | inhibition, % at 10 µM | 140,000 tested, 0.51% active;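 active = inhibition above a set limit, 3 SD over the mean compound inhibition, cut at about 44% in these data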; also: inactives centre near -24
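Test system: Saccharomyces cerevisiae DeaD strain BB579, replicative lifespan model yeast | Buffer or medium: Restrictive CSMM-D medium | Doses: One dose, 10 µM compound with 0.25% DMSO | Incubation: 48 h exposure, 30 °C | Detection: Culture absorbance at 615 nm | Control set: Amphotericin B at 10 µg/mL as positive control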
MRP-1 activ: activators of MRP-1. 140,000 tested, 0.61% active. AID 799. viability increase, % at 10 µM. H69AR cells + doxorubicin, viability rescue, CellTiter-Glo;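 active = viability gain under doxorubicin at or above a set limit, the compound median plus 3 SD, cut at about 4.7% in these data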;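 also: MRP-1 overexpressing cells given doxorubicin 25 µM after compound pretreatment; 18-22 h compound pretreatment then 72 h with doxorubicin before readout; 0% = doxorubicin-only wells and 100% = vehicle-treated cells without doxorubicin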
* hit, by the source's call; / = not tested or not shown.

(1) O=c1nc(-c2ccccc2)c2ccccc2[nH]1
(2) O=C(c1cnn2c(C(F)F)cc(-c3ccccc3)nc12)N1CCOCC1
(3) Cc1ccc(NC(=O)CSc2nc3ccccc3c3nc4ccccc4n23)cc1
(4) COc1ccc(-c2cc(N3C(=O)Nc4ccccc4N3O)n[nH]2)cc1
(5) Cc1cc(Cl)ccc1OCCCC(=O)N1CCOCC1
(6) COc1ccc(C2C(Oc3ccccc3)C(=O)N2c2cc(C)ccc2C)cc1OC (stereo not given)
(7) O=C(NCc1cccs1)C1CCN(S(=O)(=O)N2CCCC2)CC1
(8) O=C(NC1CCCCC1)c1ccc(S(=O)(=O)c2ccccc2Cl)c([N+](=O)[O-])c1
(9) COc1ccc(CCNC(=O)C2CCN(Cc3nc(-c4ccccc4F)oc3C)CC2)cc1OC
(10) O=C(COc1ccccc1)NCCn1ccc2ccccc21

assay / compound	1	2	3	4	5	6	7	8	9	10
bCat KO growth	79	95	7	95	97	64	86	86	60	90
Yeast life ext	-8	-5	-8	-5	-9	1	-15	-3	-3	/
Measles CPE	4	2	-1	47	2	7	3	12	5	5
GALR2 blocker	-5	-4	-6	-7	-7	-6	-6	-5	-26	-1
HCT116 PTEN-null	90	96	4	88	94	64	87	85	63	98
Phagocyt inh	-2	/	/	-4	1	/	-2	-3	1	/
NPY Y2 blocker	2	6	6	1	2	10	1	1	4	5
E-sel TNF inh	/	-9	-41	/	1	-3	-1	9	-31	9
BB579 growth dn	-24	-9	-19	-15	-20	-24	-26	-10	-32	-26
MRP-1 activ	-1.6	-0.6	-6.8	1.9	-3.1	-2.7	-1.5	-4.6	-1.5	-1.6

(11) CCN(CC)C(=O)CSC1=C(C#N)C(c2cccs2)C=C(C)N1 (stereo not given)
(12) CCOC(=O)NC(=O)CSc1nnnn1-c1ccccc1
(13) COc1cccc(C2C(C(C)=O)=C(O)C(=O)N2Cc2ccco2)c1 (stereo not given)
(14) S=C1NCCc2ccc(Cl)cc2C1c1ccccc1 (stereo not given)
(15) CC(C)N1C(=O)CC2(CC[N+](C)(CCOC(=O)C(c3ccccc3)c3ccccc3)CC2)C1=O (stereo not given)
(16) Cc1cc(C)nc(Nc2ncc(O)n2-c2ccc(C)c(C)c2)n1
(17) CCS(=O)(=O)N1CCN(C(=O)CCC2CCCC2)CC1
(18) Cc1ccc(NC(=O)COc2ccc(/C=C3/SC(=Nc4ccccc4)N(Cc4cccnc4)C3=O)cc2)cc1
(19) O=C(Nc1ccccc1-c1nc2ccccc2s1)c1ccc(Br)o1
(20) O=C(Nc1cccnc1)C(Cc1ccccc1)n1cccc1 (stereo not given)

assay / compound	11	12	13	14	15	16	17	18	19	20
bCat KO growth	104	102	102	79	99	97	97	2.7*	47	90
Yeast life ext	-5	-10	-14	/	-6	9	-5	-6	-4	0
Measles CPE	6	17	6	7	2	5	6	9	8	22
GALR2 blocker	-13	-2	1	-2	2	3	3	0	-2	3
HCT116 PTEN-null	120	106	98	83	103	102	96	2.2*	38	81
Phagocyt inh	-1	1	/	/	0	2	/	/	0	0
NPY Y2 blocker	7	3	-1	1	2	2	-1	5	-2	-1
E-sel TNF inh	/	-13	-11	-48	-12	6	0	-42	/	/
BB579 growth dn	-54	29	-44	-31	-12	-17	-15	-34	-33	24
MRP-1 activ	-1.2	-0.7	-1.8	-3.9	-3.3	-0.7	-0.8	-5.5	-5.2	-4.2

(21) CCn1c(SC(C)C)nnc1-c1c[nH]c2ccccc12
(22) CCOC(=O)c1nn(-c2ccccc2)c(=O)cc1SC(C)C
(23) c1ccc2c(C[n+]3csc4ccccc43)cccc2c1
(24) Nc1cc(=O)[nH]c(SCC(=O)Nc2ccc(F)c(Cl)c2)n1
(25) Cc1ccccc1Nc1nc(N)nc(COC(=O)c2ccccc2)n1
(26) CCCSC1=C(C#N)C(c2ccc(O)c(OC)c2)CC(=O)N1 (stereo not given)
(27) COc1cccc(C(=O)N2CCN(CCCc3ccccc3)CC2)c1OC
(28) CC(C)(C)C(=O)c1sc2nc(-c3cccs3)cc(C(F)(F)F)c2c1N
(29) CC1(C)OC2OC(COC(=O)c3ccc([N+](=O)[O-])cc3)C3OC(C)(C)OC3C2O1 (stereo not given)
(30) O=C(O)c1cc2nc(-c3ccccc3)cc(C(F)(F)F)n2n1

assay / compound	21	22	23	24	25	26	27	28	29	30
bCat KO growth	84	97	94	101	88	98	84	94	96	103
Yeast life ext	-4	0	-8	-9	-4	-3	-2	-5	-4	57*
Measles CPE	10	9	33	20	31	0	40	14	23	6
GALR2 blocker	8	-3	18	0	4	0	1	-4	-8	-1
HCT116 PTEN-null	95	101	85	108	98	90	78	85	85	99
Phagocyt inh	0	0	/	0	-9	0	-1	1	-10	1
NPY Y2 blocker	-1	1	6	0	3	3	2	2	2	0
E-sel TNF inh	/	-46	31	3	/	-2	2	/	/	-3
BB579 growth dn	14	4	-35	-50	-19	-23	-4	-83	-14	29
MRP-1 activ	-3.5	-3.3	-3.5	0.4	-0.6	-0.4	-0.1	-0.3	-0.7	0.7

(31) Cc1ccc(OCc2ccc(C(=O)Nc3nc4ccccc4n3C)o2)c([N+](=O)[O-])c1
(32) N#Cc1cc(-c2ccccc2)nnc1Sc1ccc(Cl)cc1
(33) N#Cc1c(-n2ccnc2)cccc1-n1ccnc1
(34) CC(=O)OCCSc1c(-c2ccccc2)c2cc(Cl)ccc2[nH]c1=O
(35) CCOc1ccc2c(c1)c(N=NC(=N)N)c(O)n2C
(36) COc1ccc(C2C(C(=O)c3ccccc3)=C(C)Nc3nc4ccccc4n32)cc1OC (stereo not given)
(37) O=C(CSc1ncnc2c1oc1ccccc12)Nc1ccccc1F
(38) CCOC(=O)N1C=CC=C[C@@H]2[C@@H](N3C(=O)c4ccccc4C3=O)C(=O)N21
(39) COc1ccc(NS(=O)(=O)c2cc(NC(=O)c3cnc(C)cn3)ccc2N2CCCC2)cc1
(40) Cc1ccc(S(=O)(=O)NC2c3cccc4cccc(c34)C2Sc2ncccn2)cc1 (stereo not given)

assay / compound	31	32	33	34	35	36	37	38	39	40
bCat KO growth	92	115	96	80	69	90	86	101	88	61
Yeast life ext	-4	-12	-4	-4	-4	6	-4	0	0	13
Measles CPE	29	9	3	8	5	8	6	5	5	7
GALR2 blocker	0	-13	-1	-9	1	5	11	0	6	-2
HCT116 PTEN-null	91	101	90	78	72	84	78	100	74	61
Phagocyt inh	-11	-2	/	-1	-2	/	0	0	-2	-3
NPY Y2 blocker	6	0	1	2	8	0	6	2	4	-1
E-sel TNF inh	/	/	27	/	/	-8	/	-16	6	/
BB579 growth dn	-19	-4	-23	-2	6	-11	-20	-22	-10	-37
MRP-1 activ	1.1	0.0	-0.7	-2.1	-3.1	-3.0	-1.3	1.1	-4.9	-2.4

(41) O=C(NC1CCCC1)c1cccc(S(=O)(=O)N2CCCCC2)c1
(42) NC(=O)C1CCN(C(=O)Cc2ccc([N+](=O)[O-])cc2)CC1
(43) CC1(C)N=C(SCC(=O)Nc2ccc(Cl)cc2Cl)C(c2ccccc2)=N1
(44) Cc1c(C(=O)Nc2ccc(Cl)cn2)oc2ccccc12
(45) c1ccc(-c2cnc(CSc3nnc4ccccn34)o2)cc1
(46) C=CCNC(=O)c1snnc1-c1ccccc1
(47) O=C(Nc1ccc2ccccc2c1)Nc1ccc2snnc2c1
(48) CCOc1ccc(/C=N/NC(=O)C2(O)c3ccccc3-c3ccccc32)cc1
(49) Cc1cc(-c2nnc3n2N=C(c2ccc(-c4ccccc4)cc2)CS3)n[nH]1
(50) Cc1ccc(C(=O)O/N=C(\N)c2cccc([N+](=O)[O-])c2)cc1

assay / compound	41	42	43	44	45	46	47	48	49	50
bCat KO growth	74	91	78	53	80	92	16	96	19	74
Yeast life ext	-21	-1	-4	-8	-25	-10	-12	0	-21	-22
Measles CPE	19	4	9	14	21	7	1	31	4	1
GALR2 blocker	9	9	-6	9	-1	3	5	2	-7	9
HCT116 PTEN-null	83	92	75	55	86	97	6	93	3.1*	72
Phagocyt inh	3	-7	1	/	0	1	-2	-15	5	-2
NPY Y2 blocker	2	0	4	2	1	3	-8	6	10	1
E-sel TNF inh	9	/	-4	-17	-43	28	7	/	-16	2
BB579 growth dn	-36	-1	-12	-15	-42	-31	-52	-4	-29	10
MRP-1 activ	-3.0	0.7	-1.6	-3.9	-4.1	-2.3	-2.8	0.6	-6.9	-3.0

Copied from above, four compounds:
(35) CCOc1ccc2c(c1)c(N=NC(=N)N)c(O)n2C
(36) COc1ccc(C2C(C(=O)c3ccccc3)=C(C)Nc3nc4ccccc4n32)cc1OC (stereo not given)
(37) O=C(CSc1ncnc2c1oc1ccccc12)Nc1ccccc1F
(38) CCOC(=O)N1C=CC=C[C@@H]2[C@@H](N3C(=O)c4ccccc4C3=O)C(=O)N21

assay / compound	35	36	37	38
bCat KO growth	69	90	86	101
Yeast life ext	-4	6	-4	0
Measles CPE	5	8	6	5
GALR2 blocker	1	5	11	0
HCT116 PTEN-null	72	84	78	100
Phagocyt inh	-2	/	0	0
NPY Y2 blocker	8	0	6	2
E-sel TNF inh	/	-8	/	-16
BB579 growth dn	6	-11	-20	-22
MRP-1 activ	-3.1	-3.0	-1.3	1.1

Further compounds
(51) COC(=O)c1c(CSc2cccc(C)c2)noc1C(=O)NCc1ccco1
(52) CC(C)c1nnc(NC(=O)C2c3ccccc3Oc3ccccc32)s1
(53) O=C(OCC(=O)N1CCCCC1)c1cc(NS(=O)(=O)c2ccc(Cl)c([N+](=O)[O-])c2)ccc1O
(54) O=C1c2ccccc2C(=O)C1c1ccccc1
(55) CCCCN(C)CC(O)Cn1cc(/C=C/C(=O)c2cccs2)c2ccccc21 (stereo not given)
(56) CC(C)COc1ccc(C(=O)N(Cc2ccco2)C2CCS(=O)(=O)C2)cc1 (stereo not given)
(57) Brc1cccc(-c2nnc3sc(CNC4CCCC4)cn23)c1
(58) CC1C(=O)CC(c2ccco2)NC1c1ccco1 (stereo not given)
(59) COc1ccccc1-c1n[nH]c(=S)o1
(60) CCOC(=O)c1c(C2COc3ccccc3O2)csc1NC(=O)c1ccco1 (stereo not given)

assay / compound	51	52	53	54	55	56	57	58	59	60
bCat KO growth	105	94	78	97	1.6*	96	92	88	93	75
Yeast life ext	-26	-14	3	16	13	-4	-9	0	-7	7
Measles CPE	8	6	13	21	13	13	7	28	20	4
GALR2 blocker	-25	-18	7	12	50*	-2	-6	9	0	-8
HCT116 PTEN-null	100	96	77	89	1.6*	88	94	103	101	81
Phagocyt inh	-2	0	-9	/	-5	0	/	1	/	1
NPY Y2 blocker	9	3	9	2	10	-3	4	3	-2	1
E-sel TNF inh	-22	11	/	/	/	11	16	-12	-22	12
BB579 growth dn	-36	-1	-28	9	-51	-18	8	-27	-17	-13
MRP-1 activ	-4.0	0.1	-4.2	-2.5	-4.7	-1.1	-0.9	-1.2	-0.9	-2.0
